# Source: PubChem
# K1F lysis inhibition: protection from phage-mediated lysis, alamar blue read-out – E. coli UTI89, K1F phage, bacterial capsule biogenesis inhibitors (AID 488966); actives 0.02% (n = 340,000); E. coli UTI89 K1F phage lysis, alamar blue, 2 h; higher % means a stronger effect; one-dose inhibition, % at 100 µM; IC50 in µM for titrated hits;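 active means phage lysis inhibition, versus mean bacterial control, above a set limit; inconclusive means no clear call, values can overlap the other calls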;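 further: capsule biogenesis inhibitors block K1F phage lysis so surviving cells raise fluorescence; higher fluorescence means more inhibition of phage lysis; actives were called in the ten point dose series up to 300 µM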
# RSV antiviral HEp-2: inhibition of RSV-induced cytopathic effect – HEp-2 cells, primary 10 µM value included (AID 2391). HEp-2 cells, RSV-induced CPE inhibition; higher % means a stronger effect. CPE inhibition, % at 10 µM; hits with a dose series show IC50 in µM. actives 0.13% (n = 310,000); in the data active means a potency from the dose series; inconclusive means CPE inhibition mostly from about 23% at the one dose, without a potency; inactive means the rest, 99 in 100 with CPE inhibition below about 21%; further: strong numbers were not always called active
# SV40 large T antigen: SV40 large T antigen inhibitors, biochemical (AID 1903). SV40 large T antigen ATPase/helicase inhibition assay; higher % means a stronger effect. inhibition, % at 20 µM; hits with a dose series show IC50 in µM. actives 0.39% (n = 310,000); in the data active means a potency from the dose series; inconclusive means inhibition mostly from about 32% at the one dose, without a potency; inactive means the rest, 99 in 100 with inhibition below about 32%; further: strong numbers were not always called active
# Salmonella PhoP GFP: inhibitors of PhoP regulon expression, primary screen, Salmonella Typhimurium, GFP reporter (AID 1863) | S. Typhimurium PhoP-regulated promoter GFP reporter, 4 h; higher % means a stronger effect | one-dose inhibition, % at 50 µM; IC50 in µM for titrated hits | actives 0.16% (n = 300,000);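 active means inhibition over 29.93%, a cutoff 3 SD above the screen mean, later confirmed by dose response; inconclusive means inhibition over 29.93% but no dose response follow-up; inactive means inhibition at most 29.93% or unconfirmed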;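 further: 0% = low Mg2+ inducing control and 100% = high Mg2+ repressing control; strong numbers were not always called active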
# GPR55 antagonists: inhibition of LPI-stimulated GPR55 beta-arrestin translocation – imaging, U2OS, beta-arrestin-GFP, LPI agonist, primary screen (AID 2013) | inhibition, % at 10 µM; hits with a dose series show IC50 in µM | U2OS GPR55 beta-arrestin-GFP translocation imaging, LPI antagonism; higher % means a stronger effect | actives 0.13% (n = 290,000);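 active means spots per cell inhibited over 60%, with over 100 cells counted and total cytoplasm intensity under 500,000; inconclusive means wells with under 100 cells, flagged as likely toxic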;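 further: U2OS cells stably carrying GPR55 and arrestin-GFP stimulated by 5 µM LPI near EC80; imaged beta-arrestin-GFP aggregate spots per cell after agonist stimulation; plate controls were LPI-stimulated DMSO wells for no effect and DMSO wells without LPI for full effect; some results filed as inactive read as strong as hits; confirmed hits need IC50 under 10 µM and bright autofluorescent wells are also inconclusive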
# HIV fusion peptide: inhibitors of HIV fusion peptide binding, primary screen, biochemical, uHTS, fluorescence dequenching (AID 1986) | cell-free peptide binding, fluorescence dequenching, 30 min; higher % means a stronger effect | actives 0.3% (n = 290,000) | inhibition, % at 20 µM; hits with a dose series show IC50 in µM; in the data active means inhibition mostly above about 52%, no sharp cut-off; inactive means mostly below about 76%; further: some results filed as inactive read as strong as hits
# MgcRacGAP inhibition: MgcRacGAP GTPase-activating activity inhibitors, confirmation, biochemical, ADP Hunter fluorescence; MgcRacGAP-stimulated Rac1 GTP hydrolysis, ADP Hunter fluorescence; higher % means a stronger effect; GST-tagged Rac1 F28L mutant substrate; inhibition, % at 30 µM, or IC50 in µM where a hit was titrated; actives 0.6% (n = 340,000); AID 624330;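 active means first-screen hits whose inhibition reached a set limit at any dose in the follow-up dose series; inconclusive means inhibition above the set first-screen limit but never retested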;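 further: fluorescence reports GDP produced by GAP-driven GTP hydrolysis; strong numbers were not always called active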
# GPR35 antagonists: GPR35 antagonists blocking zaprinast-driven arrestin recruitment, primary screen, imaging, U2OS, beta-arrestin-GFP, zaprinast agonist (AID 2058); U2OS GPR35 beta-arrestin-GFP translocation imaging, zaprinast antagonism; higher % means a stronger effect; inhibition, % at 10 µM, or IC50 in µM where a hit was titrated; actives 0.052% (n = 290,000);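 active means inhibition of at least 50% with at least 30 cells and total cytoplasm GFP at most 10,000,000; inconclusive means under 30 cells or total GFP of 10,000,000 plus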
# Dengue-2 NS5 capping: Dengue-2 NS5 methyltransferase inhibitors, primary screen, biochemical, confirmation dose response (AID 588689); inhibition, % at 25 µM; hits with a dose series show IC50 in µM; Dengue-2 NS5 methyltransferase capping enzyme assay, biochemical; higher % means a stronger effect; actives 0.3% (n = 340,000); in the data active means a potency from the dose series; inconclusive means inhibition above about 29% without an active follow-up result
# Numbers without * were called inactive; ? = inconclusive; nt = no result given; [ ] = dose if it differs, or a comment.
# Order of results: K1F lysis inhibition, RSV antiviral HEp-2, SV40 large T antigen, Salmonella PhoP GFP, GPR55 antagonists, HIV fusion peptide, MgcRacGAP inhibition, GPR35 antagonists, Dengue-2 NS5 capping
- CCCCCCOC(=O)c1ccc(OC(=O)c2cccnc2)cc1
    0.0%, 1.4%, 5%, 14%, 10%, -2.8%, 7%, 6%, -3%
- O=S(=O)(NCc1ccco1)c1ccc2ccccc2c1
    -1.3%, -0.2%, 3%, 0%, -3%, 1.3%, 5%, -15%, 1%
- Cc1ccc(SCCC(=O)Nc2cccc(N(C)S(C)(=O)=O)c2)cc1
    0.1%, ?, 2%, 8%, -6%, 1.0%, 6%, 15%, -8%
- Cc1ccc(C(C(=O)NCc2ccco2)N(Cc2ccco2)C(=O)CNC(=O)c2ccco2)cc1 (centres undefined)
    -6.5%, -0.5%, 27%, 2%, -1%, -2.8%, 4%, 0%, -1%
- Cc1ccc(S(=O)(=O)N2CCCC2C(=O)NC2CCCCC2)cc1 (centres undefined)
    -0.3%, -0.9%, 4%, 3%, 11%, 0.3%, 12%, 5%, 3%
- O=C(OCCN1C(=O)c2cccc3c(N4CCOCC4)ccc(c23)C1=O)c1ccccc1Cl
    1.6%, 1.7%, 6%, -140%, 5%, 151%, 10%, -20%, ?
- Cc1cccc(-n2cc(CN(C)Cc3nccn3C)c(-c3cccc(F)c3)n2)c1
    0.2%, -1.2%, 6%, 1%, 12%, 1.2%, 7%, 11%, -6%
- CC(C)c1cc(C(=O)NC2CCCCC2)no1
    5.1%, 1.8%, 7%, -3%, 14%, 2.3%, 4%, -17%, -6%
- O=C(CN1CCC(Cc2ccccc2)CC1)Nc1ccc2c(c1)OCCO2
    nt, -0.4%, 16%, 15%, 4%, 3.5%, nt, 18%, nt
- Cc1ccc(-c2noc(CN3CCOCC3)n2)cc1
    0.1%, 2.7%, 13%, -3%, -3%, -2.9%, 13%, 1%, -1%
- O=C(O)c1cc(Cl)c(Cl)cc1C(=O)Nc1cccc2cccnc12
    2.9%, 1.7%, 10%, -3%, 10%, 19%, 6%, 5%, 1%
- N#C/C(C(=O)NCc1ccco1)=C1/SC=C(c2ccccc2)N1c1ccccc1
    4.4%, 0.6%, 5%, 0%, 9%, -0.2%, 5%, 15%, -1%
- CC(C)OC(=O)CC1C(=O)NCCN1C(=S)NC(=O)c1ccccc1Cl (centres undefined)
    0.2%, 1.1%, 4%, 0%, 5%, -0.3%, 4%, -1%, -10%
- NC(=O)c1ccccc1NS(=O)(=O)c1cccs1
    -0.2%, 0.8%, 2%, -2%, 7%, -1.6%, 7%, 0%, 5%
- O=C(COC(=O)Cc1ccc(F)cc1)NC1CCS(=O)(=O)C1 (centres undefined)
    1.4%[50 µM], -0.4%, 17%, -2%, nt, nt, 4%, nt, 1%
- Cc1ccc(C)c(NC(=O)c2cc(-c3cc(C)ccc3O)n[nH]2)c1
    -1.5%[50 µM], 12%, -29%, 8%, -1%, -4.1%, 12%, -9%, -1%
- CC1(C)C(CC2OCC(CN3CCCCC3)O2)[C@H]2CC[C@@H]1C2 (some centres undefined)
    -0.8%, -0.6%, 5%, -6%, -8%, -1.1%, 13%, 0%, 2%
- CCOc1ccc(C(=O)N/N=C/c2ccc(SC)cc2)cc1
    2.3%, 2.6%, 8%, 4%, 8%, -0.5%, 12%, 3%, 3%
- Nc1ccc(-c2nc3c(Cl)cc(N)cc3[nH]2)cc1
    0.2%, -1.8%, 9.3µM*, 6%, 8%, -0.1%, ?, -4%, 2%
- C=CCN1CC2CC3(COc4cc(C)cc(C)c4)C=CC2(O3)C1=O (centres undefined)
    1.9%, 0.9%, -15%, 5%, 4%, 0.6%, 14%, 2%, -2%

# The list goes on.
structure | K1F lysis inhibition | RSV antiviral HEp-2 | SV40 large T antigen | Salmonella PhoP GFP | GPR55 antagonists | HIV fusion peptide | MgcRacGAP inhibition | GPR35 antagonists | Dengue-2 NS5 capping
CCCn1c(SCC(=O)Nc2ccccc2-c2ccccc2)nnc1-c1ccoc1C | 1.6% | 3.6% | 1% | 12% | 8% | -0.7% | 2% | 15% | -4%
O=C(Nc1nnc(SCc2cccc3ccccc23)s1)C1COc2ccccc2O1 (centres undefined) | 2.9% | ? | 1% | 3% | 9% | 4.0% | 11% | 18% | -3%
CCN(CC(=O)Nc1ccc(OC)cc1)C(=O)c1cc(S(=O)(=O)N2CCOCC2)ccc1N1CCCC1 | 1.4%[50 µM] | -0.5% | 17% | -6% | nt | nt | 8% | nt | -6%
Cc1cn(C2CC3OCC3O2)c(=O)[nH]c1=O (centres undefined) | -0.3% | 3.1% | 0% | 17% | 4% | 0.2% | 3% | -7% | 5%
CCOc1cc(C(=O)N(C)CC(=O)Nc2cccc3ccccc23)ccc1OC | 0.3%[50 µM] | -0.2% | nt | nt | nt | nt | 0% | nt | 6%
COc1ccc(C(=O)Nc2ccc([N+](=O)[O-])cn2)c(OC)c1 | 4.9% | 1.1% | 20% | 0% | -4% | 0.9% | 8% | 4% | 3%
COc1ccc(C(=O)Nc2ccccc2C(=O)NCc2ccco2)cc1OC | -0.1% | 0.5% | 8% | 6% | 10% | -2.2% | 5% | 12% | 0%
O=C1CSC(c2ccc(Cl)cc2)N1C1CCCCC1 (centres undefined) | 0.3% | 6.3% | -1% | -2% | 8% | 0.1% | 3% | -1% | -1%
COc1ccc(N2C(=O)[C@@H]3[C@H](C2=O)[C@H]2c4ccccc4C=CN2[C@@H]3C(=O)Nc2ccccc2)cc1 | -0.1% | 2.9% | 7% | 31% | -10% | 3.0% | -5% | 7% | ?
COc1ccc(NS(=O)(=O)c2ccc(NC(=S)NC(=O)C(C)C)cc2)cc1 | 0.0% | 12% | 19% | 5% | 12% | -1.9% | 8% | 3% | -3%
Cc1ccccc1CNS(=O)(=O)c1ccccc1[N+](=O)[O-] | nt | 2.2% | -1% | 1% | 12% | 1.8% | nt | 0% | nt
CCCCOc1ccc(/C=C/C(=O)Nc2ccc([N+](=O)[O-])cc2C)cc1 | 1.6% | 2.9% | -3% | -5% | -2% | 0.8% | -2% | -2% | -6%
CC1(C)Cc2c(sc3nc4n(-c5ccccc5)c(=O)c(CCC(=O)O)nn4c(=O)c23)CO1 | -0.2% | 3.7% | 22% | -11% | 0% | 3.4% | 10% | -17% | 31%
COCCCn1c(SCC(=O)Nc2ccccc2)nnc1-c1ccncc1 | 0.6% | 1.2% | 8% | 1% | 1% | 2.7% | 3% | -5% | 4%
Cc1cccc(OCC(=O)Nc2ccc3c(c2)nc2n3CCOC2)c1 | 0.0% | 2.1% | 8% | 5% | -2% | -1.1% | 0% | -1% | 3%
Cc1cc(=O)[nH]c(N2CCOCC2)n1 | nt | 0.8% | 4% | 0% | -4% | 1.3% | nt | 6% | nt
O=C(Nc1ccc(-c2nnc(-c3ccccc3)o2)cc1)C(F)(F)F | 0.8% | 4.8% | 0% | 27% | 0% | 0.5% | 5% | 2% | 0%
O=C(NCCN1Cc2ccccc2C1=O)c1cccs1 | 0.8% | 1.8% | 22% | 10% | 11% | -0.7% | 9% | 3% | -7%
NC(=NCCc1ccccc1)NS(=O)(=O)c1ccc2ccccc2c1 | 2.2% | 1.9% | 5% | -1% | 10% | 0.2% | 6% | -12% | -8%
CC1(C)CC(=O)C2=C(C1)N(N1CCOCC1)C(N)=C(C#N)C2c1cccs1 (centres undefined) | 0.4% | 2.3% | 6% | -10% | 13% | 1.7% | 7% | -10% | -7%
CCCCCCCN1CCC(=O)N([C@H](CO)CC(C)C)CC1 | 2.5% | -0.6% | 2% | 7% | 4% | 2.6% | 4% | 8% | -6%
COc1ccc(-c2noc(CCCC(=O)NCC3CCCO3)n2)cc1 (centres undefined) | -0.9% | 40% | 9% | -1% | 4% | -0.3% | 8% | -1% | 2%
CCOC(=O)Cc1csc(NS(=O)(=O)c2ccc(SC)cc2)n1 | -1.6% | 1.5% | 7% | -8% | 1% | 1.8% | -4% | 1% | 0%
COc1ccc(NC(=O)C(CC(C)C)NC(=O)C2CCC(C)CC2)cc1 (centres undefined) | -0.4% | 0.1% | 5% | 14% | -11% | -0.8% | -8% | 4% | -12%
CCOC(=O)C1CCN(S(=O)(=O)c2cc3c(cc2C)NC(=O)CO3)CC1 | 2.8% | 2.5% | -6% | nt | -10% | 3.2% | 1% | 0% | 1%

# Complete entries from above. Values in the order: K1F lysis inhibition, RSV antiviral HEp-2, SV40 large T antigen, Salmonella PhoP GFP, GPR55 antagonists, HIV fusion peptide, MgcRacGAP inhibition, GPR35 antagonists, Dengue-2 NS5 capping
# COc1ccc(-c2noc(CCCC(=O)NCC3CCCO3)n2)cc1 (centres undefined) as listed: -0.9%, 40%, 9%, -1%, 4%, -0.3%, 8%, -1%, 2%
# COCCCn1c(SCC(=O)Nc2ccccc2)nnc1-c1ccncc1 as listed: 0.6%, 1.2%, 8%, 1%, 1%, 2.7%, 3%, -5%, 4%
# CC1(C)CC(=O)C2=C(C1)N(N1CCOCC1)C(N)=C(C#N)C2c1cccs1 (centres undefined) as listed: 0.4%, 2.3%, 6%, -10%, 13%, 1.7%, 7%, -10%, -7%
# CC1(C)Cc2c(sc3nc4n(-c5ccccc5)c(=O)c(CCC(=O)O)nn4c(=O)c23)CO1 as listed: -0.2%, 3.7%, 22%, -11%, 0%, 3.4%, 10%, -17%, 31%
# O=C(Nc1nnc(SCc2cccc3ccccc23)s1)C1COc2ccccc2O1 (centres undefined) as listed: 2.9%, ?, 1%, 3%, 9%, 4.0%, 11%, 18%, -3%

# Compounds from the list above with a COOH group (two):
structure | K1F lysis inhibition | RSV antiviral HEp-2 | SV40 large T antigen | Salmonella PhoP GFP | GPR55 antagonists | HIV fusion peptide | MgcRacGAP inhibition | GPR35 antagonists | Dengue-2 NS5 capping
O=C(O)c1cc(Cl)c(Cl)cc1C(=O)Nc1cccc2cccnc12 | 2.9% | 1.7% | 10% | -3% | 10% | 19% | 6% | 5% | 1%
CC1(C)Cc2c(sc3nc4n(-c5ccccc5)c(=O)c(CCC(=O)O)nn4c(=O)c23)CO1 | -0.2% | 3.7% | 22% | -11% | 0% | 3.4% | 10% | -17% | 31%

# An unsorted share of the library; overall some 1.5% were active at least once.
